SRC2 inh: inhibition of GAL4-SRC2 driven luciferase reporter, primary screen, SRC2 inhibitor project, cell-based, luminescence | HEK293 GAL4-SRC2 luciferase reporter | inhibition, % at 9 µM | 370,000 compounds, 0.17% hits | AID 651957, 2012;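 active means inhibition above the mean inhibition of all tested compounds plus 3 SD, set per campaign, cut at about 52% in these data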;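 further: 0% = DMSO treated cells and 100% = cells given Gossypol at 36 µM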
NOD2-RIPK2 inh: NOD2-RIPK2 binding disruptors in cells, primary screen, fluorescence, CHO cells, BLA complementation; Receptor-interacting serine/threonine-protein kinase 2 (Homo sapiens), O43353; CCF4 ratio; inhibition, % at 4.98 µM; 360,000 compounds, 0.38% hits; in the data active means inhibition above about 21%;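 further: 0% = vehicle only and 100% = reference blocker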
NCOA1 inh: SRC1 coactivator transcriptional activity inhibitors, primary screen, cell-based, luminescence. Nuclear receptor coactivator 1 (Homo sapiens), Q15788. HEK293 GAL4-SRC1 luciferase reporter. inhibition, % at 3.6 µM. 360,000 compounds, 0.12% hits. AID 588354, 2011;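 active means inhibition above the campaign mean plus 3 SD, with each screening campaign given its own cutoff, cut at about 60% in these data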;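 further: 0% = DMSO treated cells and 100% = gossypol at 36 µM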
Granule exo inh: LAMP-1 surface exposure blockers, TALL-104 cells – cell-based, flow cytometry, MLPCN library, primary screen; AID 651702, 2012; TALL-104 LAMP-1 surface exposure; cells stimulated with thapsigargin and PMA; inhibition, % at 10 µM; 360,000 compounds, 0.66% hits;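 active means inhibition above about 55%, limit read from the data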
NCOA3 inh: SRC3 coactivator transcriptional activity inhibitors, primary screen, cell-based, luminescence; AID 588352, 2011; inhibition, % at 3.6 µM; HEK293 GAL4-SRC3 luciferase reporter; 360,000 compounds, 0.17% hits;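 active means inhibition above a per-campaign cutoff, the mean of all compounds plus 3 SD, cut at about 60% in these data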;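 further: 0% = DMSO-treated cells and 100% = gossypol-treated cells at 36 µM; higher means less SRC3-driven luciferase light from the GAL4 reporter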
TWEAK-Fn14 inh: inhibitors of TWEAK-Fn14 signaling, primary screen, luciferase reporter cells, uHTS; 360,000 compounds, 2% hits; inhibition, % at 10 µM; TWEAK-stimulated Fn14 reporter cells, luciferase luminescence, 8 h; AID 1159606, 2016; in the data active means inhibition above about 50%
TLR9-MyD88 inh: inhibitors of TLR9-MyD88 association in cells, primary screen, cell-based, CHO, BLA complementation, fluorescence | Toll-like receptor 9 (Homo sapiens) + Myeloid differentiation primary response protein … | CCF4 FRET ratio | inhibition, % at 4.98 µM | 340,000 compounds, 0.21% hits | AID 504734, 2011;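 active means inhibition above the mean over all tested compounds plus 3 SD, cut at about 21% in these data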;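 further: 0% = DMSO only wells and 100% = clavulanate BLA inhibitor control wells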
TROY signal inh: inhibitors of TROY-driven NF-kB signaling, primary screen, Q293 LMP1-TROYcd cells, NF-kB luciferase, uHTS | Q293 LMP1-TROYcd NF-kB luciferase reporter, 4 h | inhibition, % at 10 µM | 360,000 compounds, 0.98% hits | AID 1347056, 2019;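 active means compounds whose plate-normalised and pattern-corrected inhibition of the luciferase reporter signal at the single screening dose is 50% or more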
ABHD5-PLIN5 inh: ABHD5-PLIN5 interaction inhibitors, primary screen, cell lysate, split luciferase complementation, luminescence; Split G. princeps luciferase complementation, 4 h; inhibition, % at 4 µM; 360,000 compounds, 0.78% hits; AID 602281, 2012;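 active means inhibition above the mean inhibition across every tested compound plus 3 SD, cut at about 22% in these data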;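 further: 0% = DMSO only wells and the 100% control is not disclosed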
NR5A2 inv ag: LRH-1 (NR5A2) inverse agonists, primary screen, cell-based, luminescence, HEK293T, StAR-luciferase reporter | Nuclear receptor subfamily 5 group A member 2 (Homo sapiens), O00482 | LRH-1 transfected, 24 h | inhibition, % at 3.6 µM | 360,000 compounds, 0.13% hits | AID 602396, 2012;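 active means inhibition above the mean inhibition of all tested compounds plus 3 SD, cut at about 73% in these data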;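 further: 0% = DMSO wells and 100% = reporter-only cells lacking LRH-1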
Target sequence (O00482 whole entry, looked up): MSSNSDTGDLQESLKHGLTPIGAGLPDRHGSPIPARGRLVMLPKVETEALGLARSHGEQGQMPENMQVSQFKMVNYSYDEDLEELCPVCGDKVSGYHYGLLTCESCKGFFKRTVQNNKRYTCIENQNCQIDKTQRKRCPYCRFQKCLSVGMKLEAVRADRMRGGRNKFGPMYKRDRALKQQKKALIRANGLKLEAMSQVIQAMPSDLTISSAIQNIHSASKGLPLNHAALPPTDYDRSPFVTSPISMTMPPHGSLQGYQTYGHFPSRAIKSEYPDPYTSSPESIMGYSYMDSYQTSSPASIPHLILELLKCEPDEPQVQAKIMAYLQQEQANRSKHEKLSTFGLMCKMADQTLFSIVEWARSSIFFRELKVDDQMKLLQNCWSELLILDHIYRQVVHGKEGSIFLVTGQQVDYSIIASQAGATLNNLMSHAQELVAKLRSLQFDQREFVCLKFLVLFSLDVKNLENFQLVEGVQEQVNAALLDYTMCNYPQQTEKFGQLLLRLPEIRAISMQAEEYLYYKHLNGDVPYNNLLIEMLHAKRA
COUP-TFII inh: NR2F2 transcriptional activity inhibitors, primary screen, cell-based, luciferase reporter, HEK293T, luminescence; inhibition, % at 8.6 µM; AID 686940, 2013; 370,000 compounds, 0.7% hits; HEK293T NGFI-A luciferase reporter; COUP transcription factor 2 (Homo sapiens), P24468;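 active means inhibition above a per-plate cutoff, mean inhibition of test wells between control levels plus 3 SD, cut at about 38% in these data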;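 further: cells cotransfected with COUP-TFII expression vector driving the NGFI-A reporter; 0% = median of COUP-TF2 test wells and 100% = reporter-only cells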
Target sequence (P24468 whole entry, looked up): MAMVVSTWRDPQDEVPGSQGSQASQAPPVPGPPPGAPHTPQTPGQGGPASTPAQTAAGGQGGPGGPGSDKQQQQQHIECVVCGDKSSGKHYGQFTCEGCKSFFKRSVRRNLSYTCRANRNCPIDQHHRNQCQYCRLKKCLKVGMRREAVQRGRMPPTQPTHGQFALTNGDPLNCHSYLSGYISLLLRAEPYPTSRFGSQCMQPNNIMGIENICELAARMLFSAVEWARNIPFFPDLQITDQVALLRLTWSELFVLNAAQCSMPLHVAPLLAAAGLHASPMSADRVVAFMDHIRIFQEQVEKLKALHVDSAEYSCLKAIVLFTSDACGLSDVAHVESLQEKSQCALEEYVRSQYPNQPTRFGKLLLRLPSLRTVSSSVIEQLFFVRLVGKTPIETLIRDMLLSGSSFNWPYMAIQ
* = called active by the depositor; . = no result given. These rows are one share of the data; rates above refer to the full screens.

SMILES	SRC2 inh	NOD2-RIPK2 inh	NCOA1 inh	Granule exo inh	NCOA3 inh	TWEAK-Fn14 inh	TLR9-MyD88 inh	TROY signal inh	ABHD5-PLIN5 inh	NR5A2 inv ag	COUP-TFII inh
CCCCCC(=O)Nc1cc(S(=O)(=O)N2CCCCC2)ccc1N1CCOCC1	10	0	17	4	6	-18	-7	20	0	-4	16
Cn1c(=O)c2c(nc(NCc3ccco3)n2C)n(C)c1=O	7	-2	7	-1	9	15	0	8	-6	-6	-21
CCN(CC)S(=O)(=O)c1ccc(C(=O)Nc2ccc(Cc3ccncc3)cc2)cc1	3	5	11	2	21	58*	8	38	2	26	51*
COc1cc(Cl)c(C)cc1Nc1ncccn1	-12	-13	-36	-8	0	12	-6	-20	1	7	-27
Clc1nc(Cl)c2ncn(-c3ccccc3)c2n1	-28	22*	-28	-2	-69	17	5	11	6	-52	-73
CCOc1ccc(C(C)=O)cc1COC(=O)CNC(=O)C12CC3CC(CC(C3)C1)C2	27	6	10	-1	15	38	-5	19	-9	19	-2
O=C(NCCCN1CCOCC1)c1ccc(Cl)cc1[N+](=O)[O-]	18	-6	-7	12	-6	5	-3	12	1	-4	2
CC(NC(=O)c1cnc2n(c1=O)CCS2)c1ccccc1 (stereo not given)	1	3	-2	-3	-7	3	-2	-23	-1	-6	-12
CCOC(=O)c1c(CN2CCN(C)CC2)n(-c2ccccc2)c2cc(Br)c(O)cc12	3	11	-11	59*	22	8	-3	15	15	-23	9
CCN(CC)C(=O)c1nn(-c2ccccc2)c2c1C1CCC2(C)C1(C)C (stereo not given)	12	14	-3	2	14	10	-5	33	-1	4	9
CCOC(=O)c1sc2nc(CSc3ccccc3Cl)[nH]c(=O)c2c1C	6	-6	-9	-2	3	-2	2	2	-5	14	2
O=C(CSc1n[nH]c(-c2ccncc2)n1)Nc1ccc(Cl)c(C(=O)O)c1	-14	-2	-18	0	-22	10	-2	16	1	4	-5

Record cards, from the list above. Values in the order: SRC2 inh | NOD2-RIPK2 inh | NCOA1 inh | Granule exo inh | NCOA3 inh | TWEAK-Fn14 inh | TLR9-MyD88 inh | TROY signal inh | ABHD5-PLIN5 inh | NR5A2 inv ag | COUP-TFII inh
CCOC(=O)c1c(CN2CCN(C)CC2)n(-c2ccccc2)c2cc(Br)c(O)cc12 is listed as 3 | 11 | -11 | 59* | 22 | 8 | -3 | 15 | 15 | -23 | 9
CCOc1ccc(C(C)=O)cc1COC(=O)CNC(=O)C12CC3CC(CC(C3)C1)C2 is listed as 27 | 6 | 10 | -1 | 15 | 38 | -5 | 19 | -9 | 19 | -2
Cn1c(=O)c2c(nc(NCc3ccco3)n2C)n(C)c1=O is listed as 7 | -2 | 7 | -1 | 9 | 15 | 0 | 8 | -6 | -6 | -21
CCN(CC)S(=O)(=O)c1ccc(C(=O)Nc2ccc(Cc3ccncc3)cc2)cc1 is listed as 3 | 5 | 11 | 2 | 21 | 58* | 8 | 38 | 2 | 26 | 51*
Clc1nc(Cl)c2ncn(-c3ccccc3)c2n1 is listed as -28 | 22* | -28 | -2 | -69 | 17 | 5 | 11 | 6 | -52 | -73

Next entries
SMILES	SRC2 inh	NOD2-RIPK2 inh	NCOA1 inh	Granule exo inh	NCOA3 inh	TWEAK-Fn14 inh	TLR9-MyD88 inh	TROY signal inh	ABHD5-PLIN5 inh	NR5A2 inv ag	COUP-TFII inh
CC(C)Cn1c(N)c(C=O)c(=O)[nH]c1=O	6	-11	-51	-2	2	-4	0	-6	2	6	-1
Cc1noc(C)c1COc1cccc(C(=O)Nc2ccccc2N2CCOCC2)c1	3	-7	4	-2	7	-12	-1	4	10	-1	10
COc1ccc(N2CCN(C(=O)COC(=O)/C=C/c3ccc(OC(F)F)cc3)CC2)cc1	-16	-6	-8	-1	6	7	5	-3	3	-8	20
CCCCOc1ccc(C(=O)CCN2CCOCC2)cc1	8	2	-19	16	8	13	8	-14	20	-1	-1
CCOc1ccc(-c2ccc(SCC(=O)Nc3nnc(CC)s3)nn2)cc1	-80	0	-75	1	-48	12	-5	-55	1	-95	-32
COc1ccc(C(=O)C2CCN(CC(=O)Nc3ccccc3F)CC2)cc1	0	5	-11	8	-3	-12	2	4	0	-5	-21
COc1ccc(Cc2nnc(NS(=O)(=O)c3ccc(Cl)cc3)s2)cc1OC	5	0	-8	3	2	-20	-4	-9	9	-7	2
COc1ccc(C(N)=S)c(OC)c1	-35	2	-3	-1	3	11	-9	9	3	-17	-9
Oc1cccc2ccc[n+](CC(O)Cn3c4ccccc4c4ccccc43)c12 (stereo not given)	-1	-4	7	-4	-10	-20	-4	18	11	19	23
O=C(OCC(=O)N1CCCC1)c1cccc(Br)c1	-14	7	0	-7	-23	-9	-1	-35	-1	-2	7
Cc1cc(NC(=O)C(C)C)ncc1NC(=O)CCc1ccccc1	1	-3	-3	-2	-12	-15	-6	-2	1	-16	-5
C=CCC1(C#N)C(SC)=NC2=C(C(=O)CC(C)(C)C2)C1c1ccc(Br)cc1 (stereo not given)	-37	-3	5	-3	16	-4	10	-7	-2	-11	1
C=CCNC(=S)N/N=C/c1ccc(C)cc1C	4	-7	-23	-2	-1	-27	3	-33	10	-30	4
COc1cccc(C(NC(=O)c2ccccc2F)NC(=O)c2ccccc2F)c1	-9	-4	-5	-1	5	-14	-8	-13	0	19	13
COC(=O)N/N=C\c1cccc(OC(=O)c2cccs2)c1	-14	-9	-5	-3	8	0	.	0	-2	-11	9
COc1ccc(CCNC(=O)c2cc3c(=O)n4ccccc4nc3n(Cc3ccco3)c2=N)cc1OC	-5	-6	14	25	-16	96*	-10	62*	22	4	4
COc1ccc(N2C(=O)/C(=C\c3ccco3)N=C2SCC(=O)N(C(C)C)C(C)C)cc1Cl	29	-9	4	-4	2	11	-1	17	-4	12	6
CCOc1ccc(-n2nc(C(=O)N3CCN(CC)CC3)c3ccccc3c2=O)cc1	-14	0	18	0	-10	3	-5	17	-4	-9	4
COc1cc(C)c(NC(=S)Nc2cccc(Cl)c2)cc1OC	14	0	-18	-11	18	7	4	1	-2	-2	-3
CCOC(=O)c1sc(S(C)=O)c2c1CCc1conc1-2 (stereo not given)	-24	-9	-54	3	17	18	.	4	8	-3	7
O=C1Nc2ccccc2N=C(c2ccccc2)C1N(C(=O)c1ccnc2ccccc12)c1ccccc1 (stereo not given)	17	2	-19	-5	20	42	.	-9	4	0	-9
O=C1CSC(c2ccccc2)N1CCc1ccccc1 (stereo not given)	18	2	-4	-4	4	-3	-3	1	-6	10	21
CC1CC2(C)C(=CC1=O)CCC1C2C(O)CC2(C)C1CCC2(O)C(=O)CO (stereo not given)	-30	-7	-10	0	-74	-5	-5	14	5	-2	-18
Cc1c(Cl)cccc1NC(=O)[C@@]1(CC(=O)O)CC(/C=C/c2ccccc2)=NO1	-11	-3	-29	-7	-29	-16	-13	-13	-12	-21	9
Cc1cc2nnc(SCC(=O)N3CCCCCC3)n2c(N)n1	-4	-12	1	0	5	9	3	15	-4	-9	2
CC(CC(=O)NCCc1ccc(F)cc1)c1ccccc1 (stereo not given)	-36	-19	2	-7	-27	-13	0	-12	2	-22	-3
CCc1ccc(NC(=O)Cn2nc(C(=O)O)c3ccccc3c2=O)cc1	-14	-9	-7	-2	-17	3	-10	5	2	-40	-5
CCOC(=O)Cn1c(O)c(N=NC(=O)CNC(=O)Cc2ccccc2)c2ccccc21	-16	2	-11	-4	-8	1	2	-8	-6	-3	4
Cc1cccc(NC(=O)CNC(=O)C(NC(=O)Cc2ccccc2)C(C)C)c1C (stereo not given)	-15	2	-5	0	6	-4	-12	15	6	1	-14
COc1cccc(C=Nc2ccccc2C(=O)Nc2ccccc2)c1O	-71	-7	-50	9	-38	-54	7	-77	-2	-30	-11
CCOc1ccc(CN2CCC(=O)NC2=O)cc1	-6	3	-30	1	17	4	0	-7	-4	0	-6
CN(C)c1cccc(NC(=O)C2Cc3c(-c4ccc(Cl)cc4)ccnc3O2)c1 (stereo not given)	-10	-8	-2	2	9	20	.	24	0	7	15
ON(CCc1ccccn1)Cc1ccccc1	-16	-3	-29	0	-21	-3	-3	-13	6	0	-1
CCOC(=O)C1(CCc2ccccc2)CCN(Cc2cc(OC)c(OC)cc2OC)CC1	32	-4	-10	64*	-5	13	-7	-5	4	16	5
CCOC(=O)CCNC(=O)N1CCCC(C(=O)c2cc(C)c(OC)c(C)c2)C1 (stereo not given)	-13	-14	-11	4	-1	7	-9	14	-4	2	22
COc1ccc(NC(=O)CSc2nnc(Cc3cccn3C)n2CCc2ccccc2)cc1OC	11	-4	7	6	7	21	7	4	3	15	4
O=Cc1c[nH]c2ccc(OCc3ccccc3)cc12	9	-7	-16	1	9	-8	-1	-35	-7	-24	-11
CC1(C)Cc2cccc(OC(=O)NC3CCCCC3)c2O1	-4	0	.	10	.	-5	.	-29	0	29	10
Cc1nnc(SCC(=O)Nc2ccccc2)c2ccccc12	-11	4	-17	-4	-21	-9	4	-37	0	-14	-12
CCNC(=O)c1ccccc1-c1nc(-c2ccccc2Cl)no1	5	-1	-19	4	3	-8	7	-25	-4	8	-66
O=C(CNC(=O)c1ccco1)N/N=C/c1cc(Br)ccc1O	6	-11	16	10	21	-7	-8	13	7	9	10
CN(CCNC(=O)c1cn(C)c2ccc(S(=O)(=O)N3CCCC3)cc2c1=O)CCc1ccccc1	-27	-16	-77	3	-5	-16	0	-4	0	0	6
Cc1nc([N+](=O)[O-])c(Sc2nc3ccc([N+](=O)[O-])cc3[nH]2)n1Cc1ccccc1	40	7	-9	7	29	80*	10	34	28*	7	6
CCCC1=C(C(=O)OCC)C(c2sccc2C)n2ncnc2N1 (stereo not given)	-13	-6	-9	4	21	0	-1	23	7	4	-3
CCN(CC(=O)Nc1cccc(OC)c1)C(=O)c1ccncc1	-17	4	12	-2	8	29	-1	7	3	7	-8
O=c1c(N2CCOCC2)nsnc1N1CCOCC1	9	3	-9	4	9	3	-1	-11	-16	9	-3
Cn1nnc2cc(C(=O)NCCC3=CCCCC3)ccc21	-57	0	-93	-2	-103	51*	-1	-7	0	-196	-49
CCCCNC(=O)Cc1cc(=O)[nH]c(=O)[nH]1	-12	-15	2	-1	8	2	8	-5	1	18	6
CCCCn1c(O)c2n(c1=O)Cc1ccccc1N=C2c1ccc(OC)cc1	8	3	14	-3	20	1	.	5	-5	14	-14
Cc1cccc(NC(=O)CS(=O)(=O)c2cn(C)c3ccccc23)c1C	-18	0	2	-4	-27	-5	1	-3	2	-7	3
Cc1nn(C(=O)c2c([N+](=O)[O-])cnn2C)c(C)c1Cl	-17	2	-10	-1	13	1	3	-8	7	8	12

Source: PubChem BioAssay
